IMPase Li inh = membrane-permeable IMPase blocker, potentiated with lithium; CHO-M1 cells, IP1 TR-FRET (IP-One), carbachol + lithium; Potency, µM (titrated, usually from 59.4 µM), for the others: top-dose activity, negative = IMPase inhibition, usual class: inhibitors; 0.35% of 210,000 active; AID 1457;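 note: IP1 builds up when IMPase is blocked and the TR-FRET signal falls; potency is the fitted concentration of half-maximal effect; plate controls were basal vehicle for no effect and high inhibitor control for full effect; nearly all actives have a fitted effect of over 50% in size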
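Readout is a homogeneous TR-FRET IP1 immunoassay (Ex 320, Em 665 and 620), where raised cytosolic IP1 lowers signal. Cells were CHO-M1 treated 30 min at 37C with test compounds plus a little lithium; AC50 values came from Hill-equation fitting.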
CBFb RUNX1 block = CBF-beta/RUNX1 interaction disruption. Q01196+Q13951. 230,000 tested, under 10 active. AlphaScreen CBFb-His/RUNX1-biotin binding, biochemical. Potency, µM (highest dose often 59.8 µM), for inactives: at the top dose activity, negative = inhibition, hits mostly inhibitors. AID 1477; note: % of control where 0% means no effect
Target sequence (Q01196 whole entry, looked up): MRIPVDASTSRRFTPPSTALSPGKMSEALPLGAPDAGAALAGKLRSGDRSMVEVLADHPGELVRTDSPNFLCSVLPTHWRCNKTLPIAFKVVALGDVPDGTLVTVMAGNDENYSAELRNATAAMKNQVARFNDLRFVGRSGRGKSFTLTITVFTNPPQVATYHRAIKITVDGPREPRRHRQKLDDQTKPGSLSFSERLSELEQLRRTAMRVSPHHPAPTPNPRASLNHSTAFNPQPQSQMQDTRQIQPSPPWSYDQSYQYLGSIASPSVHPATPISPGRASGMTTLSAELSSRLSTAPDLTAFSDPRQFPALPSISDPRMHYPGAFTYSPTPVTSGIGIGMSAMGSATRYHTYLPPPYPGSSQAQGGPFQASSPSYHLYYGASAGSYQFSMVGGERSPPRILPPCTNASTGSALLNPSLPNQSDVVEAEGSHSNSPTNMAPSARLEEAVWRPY
Target sequence (Q13951 whole entry, looked up): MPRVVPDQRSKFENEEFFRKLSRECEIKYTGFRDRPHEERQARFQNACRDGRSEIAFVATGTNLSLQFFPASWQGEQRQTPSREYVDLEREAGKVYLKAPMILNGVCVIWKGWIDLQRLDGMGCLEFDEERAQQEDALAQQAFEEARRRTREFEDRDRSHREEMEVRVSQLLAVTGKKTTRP
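CBF-beta (His) and RUNX1 (biotin), 30 nM each; 20 min preassociation; + compound, 15 min; + beads 50 ng each (Ni, streptavidin), 90 min; RT; AlphaScreen read.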
NPSR antagonist = blocks cAMP signaling of the human neuropeptide S receptor; Potency, µM (top dose mostly 38.3 µM), for inactives: at the highest dose activity change, negative = inhibition, hits mostly inhibitors; CHO-NPSR cells, cAMP TR-FRET, antagonist mode; AID 1461; Q6W5P4; 1% of 220,000 active; note: potency is the fitted concentration of half-maximal effect; % is set by controls: 0 for no effect and ±100 for the full control effect; nearly all actives have a fitted effect of over 50% in size; many of its hits are not listed in these tables
Target sequence (Q6W5P4 whole entry, looked up): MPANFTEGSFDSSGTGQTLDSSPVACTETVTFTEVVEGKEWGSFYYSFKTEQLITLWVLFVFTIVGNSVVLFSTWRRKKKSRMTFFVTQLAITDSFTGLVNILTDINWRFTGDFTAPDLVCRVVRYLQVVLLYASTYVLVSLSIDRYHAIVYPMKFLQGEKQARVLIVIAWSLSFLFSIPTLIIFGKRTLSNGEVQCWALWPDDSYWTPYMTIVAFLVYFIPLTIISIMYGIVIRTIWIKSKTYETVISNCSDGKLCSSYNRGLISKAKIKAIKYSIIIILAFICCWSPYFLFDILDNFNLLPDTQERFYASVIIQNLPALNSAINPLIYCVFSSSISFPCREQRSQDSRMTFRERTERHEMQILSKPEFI
HTT aggregate = mutant huntingtin aggregation inhibition. 1.1% of 220,000 active. PC12 HttQ103-GFP aggregates, Acumen cytometry, 40 h. Potency, µM (top dose mostly 46.1 µM), for inactives: at the highest dose activity change, negative = inhibition, actives largely listed as inhibitors; note: potency is the fitted concentration of half-maximal effect; % is set by controls: 0 for no effect and ±100 for the full control effect; nearly all actives have a fitted effect of over 60% in size
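Huntingtin Q103 exon 1–GFP aggregates in induced PC12 cells (100 nM tebufenozide) were quantified by cytometry from lysates, with compounds dosed in titration.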
L3MBTL1 block = inhibitors of human L3MBTL1; Potency, µM (highest dose often 57.1 µM), inactives show at the top dose activity, negative = inhibition, usual class: inhibitors; AlphaScreen L3MBTL1–H3K9me1 peptide binding; Q9Y468; AID 485360; 0.66% of 230,000 active; note: potency is the fitted concentration of half-maximal effect; % is set by controls: 0 for no effect and ±100 for the full control effect; nearly all actives have a fitted effect of over 60% in size
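First, the protein-peptide complex forms for 30 min at room temperature (L3MBTL1 50 nM, biotinylated H3K9me1 peptide 75 nM). Next, compounds are pin-transferred and incubated 30 min. Finally, AlphaScreen beads are added and read after 30 min.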
Epigenetic reg = regulators of epigenetic silencing causing reporter derepression in mouse cells. 0.2% of 280,000 active. Potency, µM (series often up to 53.9 µM), without a hit: at the highest dose GFP activation, hits mostly activators. AID 1865. murine LDR cells, GFP reporter derepression, 30 h; note: potency is the fitted concentration of half-maximal effect; % of control where 0% means no effect; nearly all actives have a fitted effect of over 60% in size
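Murine LDR cells bearing a silenced CMV-driven GFP reporter were exposed to compound for 30 h at 37 C. After PBS washes, GFP-positive cells (20-120 um objects) counted by laser-scanning microplate cytometry.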
Luc counter = counter-screen: inhibitors of Kinase-Glo firefly luciferase. Q27757. Kinase-Glo luciferase, ATP luminescence, 8 min. Potency, µM (top dose mostly 38.3 µM), for inactives: at the highest dose activity change, negative = inhibition, hits mostly inhibitors. 0.28% of 200,000 active; note: potency is the fitted concentration of half-maximal effect; % is set by controls: 0 for no effect and ±100 for the full control effect; nearly all actives have a fitted effect of over 60% in size
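Compounds were added to a substrate mix at pH 7.2 (50 mM imidazole, 10 uM ATP, within the enzyme's linear range), followed by Kinase-Glo detection reagent; luminescence was measured after 8 minutes at ambient temperature.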
* = called active by the depositor; ? = inconclusive; . = not tested or not shown; [ ] = dose if it differs, or a comment. Calls come from the whole dose curve; as a rule, active = well fitted curve in the direction sought with a large enough effect; inconclusive = small, poorly fitted or top-dose-only effect, or another doubt; inactive = no such curve, though single readings can be large; an effect the other way counts as inactive or inconclusive. An excerpt; the hit share may differ from the screen's.

Start of the data: the first 3 compounds as a preview:
Structure,IMPase Li inh,CBFb RUNX1 block,NPSR antagonist,HTT aggregate,L3MBTL1 block,Epigenetic reg,Luc counter
O=C(NCc1ccc(F)cc1)C1CCN(S(=O)(=O)N2CCCC2)CC1,-6%,5%,7%,-13%,.,6.0%,1%
COc1ccccc1C(=O)C1CCCN(C(=O)c2ccc3c(c2)OCCO3)C1 (stereo unspecified),10%,4%,8%,4%[9.22 µM],4%,0.0%,-1%
CC(C)c1ccc(Oc2cccc(C(=O)/C(C#N)=C/N(C)C)c2)cc1,55%[activator][38.3 µM],-8%,-8%[46.1 µM],3%,.,-0.7%,1%

Results, from the start:
Structure,IMPase Li inh,CBFb RUNX1 block,NPSR antagonist,HTT aggregate,L3MBTL1 block,Epigenetic reg,Luc counter
O=C(NCc1ccc(F)cc1)C1CCN(S(=O)(=O)N2CCCC2)CC1,-6%,5%,7%,-13%,.,6.0%,1%
COc1ccccc1C(=O)C1CCCN(C(=O)c2ccc3c(c2)OCCO3)C1 (stereo unspecified),10%,4%,8%,4%[9.22 µM],4%,0.0%,-1%
CC(C)c1ccc(Oc2cccc(C(=O)/C(C#N)=C/N(C)C)c2)cc1,55%[activator][38.3 µM],-8%,-8%[46.1 µM],3%,.,-0.7%,1%
N#CCCn1cc(C(=O)N2CCCCC2)c(-c2cccc([N+](=O)[O-])c2)n1,4%,5%,12%,-2%,8%,2.3%,0%
Cc1ccc(S(=O)(=O)N2CCN(C(=O)CSc3nc4ccccc4c(=O)[nH]3)CC2)cc1,?,-1%,?,12%,.,?,-3%
CCOc1ccccc1N1CC(C(=O)NCCc2ccc(S(N)(=O)=O)cc2)CC1=O (stereo unspecified),21%[38.3 µM],-2%,0%[46.1 µM],11%,.,8.1%,0%
O=S(=O)(Cc1cc(-c2ccccc2)no1)c1ccccc1,-2%,-6%,3%,6%,2%,0.8%,2%
COCC1CCCN(Cc2nc(-c3ccc4c(c3)OCO4)no2)C1 (stereo unspecified),.,-2%,8%,-11%,-3%,-0.7%,.
COc1cc(/C=C\C(=O)N2CCC=CC2=O)cc(OC)c1OC,1%,-1%[21.7 µM],.,.,.,?,0%[17.1 µM]
CCS(=O)(=O)NCc1cn2ccsc2n1,2%[38.3 µM],-3%,0%[46.1 µM],-2%,9%,-0.1%,9%
O=C(CSc1cccc[n+]1[O-])Nc1c(Br)cc([N+](=O)[O-])cc1Br,0%,14%,4%,3%,3%,-1.5%,3%
Cc1cc(NC(=O)CCCN2C(=O)/C(=C\c3cccs3)SC2=S)no1,6%,1%,15%,6%,0%,-1.7%,3%
CCOC(=O)N/N=C\c1ccc(-c2cc(Cl)ccc2Cl)o1,-10%,-1%,-38%,.,-5%,2.1%,-6%
COC(=O)CN(C#N)c1nc(SC)nc(N(C)C)n1,-1%[38.3 µM],-7%,15%[46.1 µM],8%,.,2.4%,-3%
CC(C)C[C@@H](CC(=O)N[C@H](CC(=O)N[C@@H]1CCCC[C@H]1C(=O)N[C@H](CC(=O)N[C@@H](CCC(=O)O)CC(=O)O)Cc1c[nH]c2ccccc12)C(C)C)NC(=O)[C@@H]1CNCC[C@H]1N,10%,5%,.,.,.,-1.1%,1%

Further compounds
Structure,IMPase Li inh,CBFb RUNX1 block,NPSR antagonist,HTT aggregate,L3MBTL1 block,Epigenetic reg,Luc counter
CS(=O)(=O)N1CCC(C(=O)Nc2cc(Cl)ccc2Cl)CC1,1%,-2%,6%,-2%[9.22 µM],-2%,0.0%,-9%
O=[N+]([O-])c1ccc2c(c1)nc1n2CCSC1,.,11%,6%,16%[9.22 µM],7%,-1.1%,.
COc1ccc2nc(SCC(=O)Nc3ccc4sc(C)nc4c3)c(C#N)cc2c1,?,7%,?,-8%,2%,3.5µM*,-1%
O=C(Cn1nnc(-c2cccc(C(F)(F)F)c2)n1)NNS(=O)(=O)c1cccc(C(F)(F)F)c1,.,15%,-5%,-1%[9.22 µM],0%,-0.1%,.
Cc1ccc(S(=O)(=O)O)cc1C,2%,-1%[21.7 µM],.,5%,.,.,.
CC(C)N(C)S(=O)(=O)c1ccc(Cl)c(C(=O)O)c1,2%,-1%,15%,5%,-1%,-1.4%,1%
c1ccc(-n2nc3c(ccc4cnnc43)[nH]2)cc1,-15%[38.3 µM],9%,-1%[46.1 µM],7%,-5%,-0.9%,-15%
Cc1cccc(NC(=O)c2cc3ccccc3nc2C)c1,2%,2%,-9%,-11%,0%,8.9%,0%
CCn1c(=O)oc2cc(NC(=O)CCl)ccc21,-1%,15%,4%,-5%[9.22 µM],2%,1.0%,4%
CN(C)C(=O)c1ccc(-c2nc(NCc3cccnc3)c3ccccc3n2)cc1,-1%,.,.,.,.,-2.2%,-10%
COc1ccc(N2CCN(Cc3nnc(-c4ccccc4)o3)CC2)cc1,3%,-3%,14%,-12%,-9%,0.0%,5%
Cc1cc(C)nc(NC2=NCCN2C(=O)NC2CCCCC2)n1,15%[38.3 µM],1%,-20%[46.1 µM],1%,.,0.0%,2%
CCOc1cnn(Cc2ccccc2)c(=O)c1SCc1ccccc1,12%,19%,-28%,-20%,21%,0.0%,4%
Cc1ccc(CC(=O)N(Cc2ccccc2)c2ccccn2)cc1,9%,25%,-15%,14%,-2%,0.0%,0%
Cc1cc(C)n2c(SCC#N)nnc2n1,16%[38.3 µM],11%,6%[46.1 µM],-10%,1%,0.7%,-1%

The list continues.
Structure,IMPase Li inh,CBFb RUNX1 block,NPSR antagonist,HTT aggregate,L3MBTL1 block,Epigenetic reg,Luc counter
COc1ccc(NC(=O)c2cc(C)nc3ccccc23)cc1S(=O)(=O)Nc1ccccc1Cl,7%,-1%,-27%,20%,10%,0.0%,2%
COc1ccc(CC2(CO)CCN(Cc3c(C)nn(C(C)C)c3C)CC2)cc1,26%,9%,0%,-4%[9.22 µM],5%,0.0%,-12%
Cc1ccc2c(n1)sc1c(N)ncnc12,8%[38.3 µM],2%,22%[46.1 µM],-4%,-4%,-1.4%,-8%
CCc1ccc(OCCCC(=O)NCc2ccccc2)cc1,11%,-2%,7%,-19%,8%,3.5%,1%
C#CCNC(=O)C1=C[C@H](c2ccc3c(c2)OCO3)C[C@H](OCc2ccc(CO)cc2)O1,4%,-18%,10%,5%[9.22 µM],-10%,5.5%,.
Cc1cc(Cl)nc2c(C(C)C)cccc12,11%,5%,-1%,9%,3%,-4.2%,4%
CCCCN1CCC(n2c(=O)[nH]c3ccccc32)CC1,19%,20%,?,.,.,-0.1%,-4%
CC1=NN(C(=O)c2ccccc2Cl)C(O)(c2cccnc2)C1 (stereo unspecified),2%,1%,13%,.,16%,1.9%,2%
CC1CCCC/C1=N\Nc1ccc(S(N)(=O)=O)cc1[N+](=O)[O-] (stereo unspecified),6%,-24%,-8%,?,-9%,-0.3%,-2%
Cc1c(C(=O)NCCC2=CCCCC2)cccc1[N+](=O)[O-],-12%[38.3 µM],0%,-11%[46.1 µM],6%,3%,4.2%,1%
Cc1ccc(N2C(=O)CC(Cn3nc(C)cc3C)C2=O)cc1 (stereo unspecified),-5%[38.3 µM],2%,-4%[46.1 µM],-1%,5%,0.0%,1%
COc1cccc2cc(C(=O)N(Cc3ccccc3)CC3CCCO3)c(=O)oc12 (stereo unspecified),-1%,24%,26%[46.1 µM],-14%,-6%,1.7%,3%
CC(/C=C/c1ccc(N(C)C)cc1)=N/N=C1/NC(=O)CC(C(=O)Nc2ccc(Cl)cc2)S1 (stereo unspecified),-1%,6%,-19%,?,-24%,0.1%,1%
O=C(NC1CC1)C1=C[C@@H](c2ccc3c(c2)OCO3)C[C@@H](OCc2ccc(CO)cc2)O1,-12%,11%,18%,4%[9.22 µM],6%,-1.5%,.
O=C(Nc1cnn(Cc2ccc(Cl)cc2)c1)c1cnccn1,18%[38.3 µM],-2%,-4%[46.1 µM],7%,1%,0.0%,-5%

One compound at a time, from the list above. Order of screens: IMPase Li inh, CBFb RUNX1 block, NPSR antagonist, HTT aggregate, L3MBTL1 block, Epigenetic reg, Luc counter
O=C(NCc1ccc(F)cc1)C1CCN(S(=O)(=O)N2CCCC2)CC1 is listed with -6%, 5%, 7%, -13%, ., 6.0%, 1%
CC1CCCC/C1=N\Nc1ccc(S(N)(=O)=O)cc1[N+](=O)[O-] (stereo unspecified) is listed with 6%, -24%, -8%, ?, -9%, -0.3%, -2%
COc1ccc(NC(=O)c2cc(C)nc3ccccc23)cc1S(=O)(=O)Nc1ccccc1Cl is listed with 7%, -1%, -27%, 20%, 10%, 0.0%, 2%
CS(=O)(=O)N1CCC(C(=O)Nc2cc(Cl)ccc2Cl)CC1 is listed with 1%, -2%, 6%, -2%[9.22 µM], -2%, 0.0%, -9%

Continuation:
Structure,IMPase Li inh,CBFb RUNX1 block,NPSR antagonist,HTT aggregate,L3MBTL1 block,Epigenetic reg,Luc counter
O=C(NCCCO)C(=O)NCCc1ccc(Cl)cc1,-2%,3%,8%,17%,?,-0.9%,-1%
CCCC(=O)Nc1ccc(NC(=O)c2ccccn2)cn1,.,2%,4%[46.1 µM],15%,3%,-6.1%,.
Cc1cc(C)cc(NC(=O)c2ccccc2NC(=O)CCC(=O)O)c1,-9%,-5%,25%,-26%,-4%,1.1%,7%
N#Cc1sc2nc(-c3cccs3)cc(-c3ccccc3)c2c1N,10µM*,-1%,-9%[46.1 µM],21%,59%[activator],?,0%
Cn1nc(C(F)(F)F)c2cc(C(=O)Nc3ccc(F)cc3)sc21,.,12%,23%,-5%[9.22 µM],14%,1.1%,.
Clc1ccc(SCCCN2CCCCC2)cc1,.,-7%,-1%[7.67 µM],-21%[9.22 µM],-4%,-1.4%,.
CCC(=O)N(Cc1ccco1)c1nc(-c2ccccc2)cs1,2%[38.3 µM],7%,-20%[46.1 µM],6%,?,-1.2%,-3%
Cc1ccc(-n2cnc(N)c2C(=O)c2cccc([N+](=O)[O-])c2)cc1,.,-1%,?,-9%[9.22 µM],-4%,0.5%,.
COC(=O)c1ccccc1S(=O)(=O)N1CCc2nc(COc3ccccc3)c3c(c2C1)CO[C@@H](C)C3,11%,9%[13.1 µM],.,.,.,.,-7%[7.66 µM]
Nc1ccc(S(=O)(=O)NNC(=O)C(=O)NNc2ccccn2)cc1,10%[38.3 µM],-2%,-9%[46.1 µM],9%,?,-1.8%,-2%
COCCNC(=O)c1ccc(NC(C)=O)cc1,22%[38.3 µM],4%,-4%[46.1 µM],?,.,1.9%,17%
COC(=O)C1=C(C(=O)OC)[C@@H]2N(C)c3ccc(OC)cc3[C@@]23C[C@@H](C(=O)OC)N=C3N1,-1%,0%[13.1 µM],15%,-19%[9.22 µM],.,0.4%,-9%[7.66 µM]

Screening data (PubChem)
